Screens (PubChem)
thrombin 1536: thrombin (human) inhibition; P00734; alpha-thrombin, Boc-VPR-AMC fluorogenic substrate cleavage; actives 0.26% (n = 220,000); inhibition, % at 5 µM;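 active means inhibition at or above 40%; inactive means inhibition below 40%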;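 further: 0% = enzyme with no compound and 100% = wells without enzyme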
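Material: human alpha-thrombin protein. Incubation: reaction at ambient temperature. Technique: fluorescence of released AMC, ex 355 nm, em 460 nm. Control set: no-compound enzyme wells and no-enzyme blanks. Also added: Boc-VPR-AMC substrate, 15 µM final. Buffer or medium: pH 7.5 Tris (50 mM) with NaCl 150 mM, Tween 20 0.05%.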
KLK5 inh: inhibitors of human kallikrein 5 | recombinant hK5, fluorogenic AMC substrate cleavage | inhibition, % at 5 µM | actives 0.59% (n = 210,000) | AID 873;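 active means inhibition of 40% or more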;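 further: 0% = enzyme controls without compound and 100% = no-enzyme blanks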
Target sequence (Q9Y337 67-293 limits assumed): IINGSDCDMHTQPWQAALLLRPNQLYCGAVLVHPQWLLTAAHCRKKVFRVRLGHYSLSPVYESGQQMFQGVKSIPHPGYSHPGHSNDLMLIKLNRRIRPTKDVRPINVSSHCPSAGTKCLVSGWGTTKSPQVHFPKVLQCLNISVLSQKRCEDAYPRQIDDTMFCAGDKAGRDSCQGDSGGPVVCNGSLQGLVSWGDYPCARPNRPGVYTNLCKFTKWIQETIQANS
FXIIa inh: inhibitors of human coagulation factor XIIa; inhibition, % at 5 µM; actives 0.3% (n = 220,000); purified FXIIa, Boc-QGR-AMC fluorogenic substrate, 2 h; AID 800; P00748; in the data active means inhibition above about 40%;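 further: 0% = enzyme with no compound and 100% = blank without enzyme; many of its hits are not listed in these tables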
Target sequence (P00748 20-372 limits assumed): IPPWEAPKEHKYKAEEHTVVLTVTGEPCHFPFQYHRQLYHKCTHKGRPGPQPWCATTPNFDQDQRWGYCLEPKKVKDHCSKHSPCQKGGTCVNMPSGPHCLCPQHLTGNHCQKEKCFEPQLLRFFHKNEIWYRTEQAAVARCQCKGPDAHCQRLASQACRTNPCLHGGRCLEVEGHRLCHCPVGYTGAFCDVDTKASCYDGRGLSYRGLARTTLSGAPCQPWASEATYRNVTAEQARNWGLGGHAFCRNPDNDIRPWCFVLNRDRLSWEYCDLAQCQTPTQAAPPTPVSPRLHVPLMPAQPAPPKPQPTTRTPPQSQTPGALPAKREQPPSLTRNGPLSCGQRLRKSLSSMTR
Target sequence (P00748 373-615 limits assumed): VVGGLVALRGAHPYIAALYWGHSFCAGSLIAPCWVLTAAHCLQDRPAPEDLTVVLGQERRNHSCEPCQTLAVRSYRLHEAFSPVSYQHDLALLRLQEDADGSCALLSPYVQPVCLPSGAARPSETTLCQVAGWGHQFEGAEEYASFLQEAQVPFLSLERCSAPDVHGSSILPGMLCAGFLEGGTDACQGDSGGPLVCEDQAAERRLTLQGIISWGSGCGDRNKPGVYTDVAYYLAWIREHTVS
zVAD death inh: blocks zVAD induced death of L929 cells | viability rescue, % at 10 µM | actives 0.38% (n = 220,000) | L929 zVAD necroptosis rescue, ATP luminescence, 24 h; with zVAD 60 µM;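 active means activation, scaled between plate controls, above about 75%, limit read from the data; inactive means activation under that limit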;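 further: 0% = zVAD with DMSO and 100% = DMSO alone without zVAD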
TNF necrop inh: TNF-alpha cell death inhibition in Jurkat FADD-/- cells; Jurkat FADD-/- TNF necroptosis rescue, ATP luminescence, 24 h; 0 = TNF only, 100 = no-TNF cells; activation (protection from cell death), % at 10 µM; actives 0.068% (n = 220,000); AID 463075;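 active means activation, meaning protection from cell death, of at least 50% relative to plate controls; inactive means activation below 50%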;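 further: necroptosis triggered by 40 ng/mL TNF-alpha added together with compound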
Hck Nef HTS: blocks Nef-activated human Hck kinase | P08631 | actives 0.68% (n = 220,000) | Recombinant Hck-YEEI plus Nef, Z-Lyte FRET kinase assay | inhibition, % at 20 µM | AID 463187;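 active means Hck-Nef kinase inhibition above about 50%, limit read from the data; inactive means inhibition below that limit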;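 further: 0% = DMSO with Hck plus Nef and 100% = Hck alone without Nef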
FXIa inh: factor XIa (human) inhibition. P03951. actives 0.14% (n = 220,000). purified FXIa, Boc-Glu-Ala-Arg-AMC fluorogenic substrate. inhibition, % at 5 µM. AID 798;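 active means inhibition of at least 40%; inactive means inhibition below 40%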;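 further: fluorescence of freed AMC excited at 355 nm; 0% = enzyme without compound and 100% = no enzyme blank; many of its hits are not listed in these tables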
Rad51 HR inh: blocks human Rad51 in homologous recombination. Q06609. hRad51 DNA strand exchange, fluorescence dequenching. inhibition, % at 10 µM. actives 0.085% (n = 200,000). AID 1385;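 active means inhibition above 40% at the single screening dose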;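 further: 0% = DMSO control wells and 100% = blanks with heterologous ssDNA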
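Test system: preformed human Rad51 ssDNA filaments. Compound dosing: single dose, 10 µM final compound. Incubation: filaments 15 min 37 °C, then compound 30 min. Technique: FRET fluorescence dequenching, excitation 485 nm, emission 520 nm. Read-out basis: percent inhibition from fluorescence, normalised to plate control and blank means. Benchmarks: plate controls and plate blanks.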
KCC2 mod: modulates chloride dependent transport by human KCC2 | KCC2 cells, thallium flux FluoZin-2 fluorescence | Q9H2X9 | AID 1456 | actives 2.2% (n = 190,000) | B-score of Tl+ flux slope (higher = more flux/activation; lower = inhibition) at 10 µM;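 active means thallium flux slope and its plate-corrected score both differing from the plate sample mean at a set confidence after two filtering rounds, in either direction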;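 further: slope of fluorescence scaled to starting intensity during 10 to 20 s after thallium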
* marks the source's active call; other numbers are inactive results; x = no result given. Not all compounds are listed. The share of hits here may be higher or lower than overall.

1. COC(=O)c1ccc(C(=O)OC)c(NC(=O)COC(=O)CC2CC3CCC2C3)c1 (stereo unspecified)
2. COC(=O)c1ccccc1N=Nc1c(N)n[nH]c1N
3. N#Cc1c(NC(=O)c2ccccc2)sc2c1CCC2
4. NC1=NC(=O)/C(=C/c2cn(Cc3ccccc3)c3ccccc23)S1
5. CN1CCN(CCCNC(=O)c2ccc3c(c2)N(Cc2ccccc2)CCS3)CC1
6. CCOc1ccc(CCNC(=O)C(CCC(N)=O)NC(=O)OCc2ccccc2)cc1OCC (stereo unspecified)
7. CC1Oc2ccccc2OC1(O)c1ccccn1 (stereo unspecified)
8. O=[N+]([O-])c1ccc(N2CCN(C(=S)NC3CCCCC3)CC2)cc1
assay / entry	1	2	3	4	5	6	7	8
thrombin 1536	-6	-4	-3	-3	-7	-1	-2	-6
KLK5 inh	-19	11	-21	-6	-122	-4	-7	12
FXIIa inh	-14	5	3	7	11	1	4	5
zVAD death inh	0.5	0.0	2.3	17	0.2	-0.3	-0.8	0.0
TNF necrop inh	-0.9	-3.7	-6.9	6.6	-0.2	-0.1	2.2	-13
Hck Nef HTS	10	16	-2	5	2	1	-1	-1
FXIa inh	-12	-14	-3	9	5	-3	1	-8
Rad51 HR inh	2	2	1	-18	-3	26	24	2
KCC2 mod	-0.27	0.49	x	-0.095	x	-0.0055	0.26	-1.3

9. CC(=O)O[C@@H]1C[C@H]2C(C)(C)C(=O)C=C[C@]2(C)[C@H]2CC[C@@]3(C)[C@H](c4ccoc4)OC(=O)[C@H]4O[C@]43[C@@]21C
10. Cc1ccccc1CSCCNC(=O)Nc1ccccc1
11. COc1c([N+](=O)[O-])c(=O)oc2ccccc12
12. Cc1ccc(S(=O)(=O)N2CCC(C(=O)Nc3ccc4c(c3)OCO4)CC2)cc1
13. COc1cccc(C(=O)NC(=S)Nc2ccc(Cl)c(C(=O)O)c2)c1
14. COc1ccc(N(CC(=O)Nc2ccccc2F)S(=O)(=O)c2ccc(C)c([N+](=O)[O-])c2)cc1
15. Cc1c(-n2c(SCC(=O)O)nnc2-c2ccccc2Cl)c(=O)n(-c2ccccc2)n1C
16. CC(C)c1ccc(/C=N/NC(=O)c2cccc(S(=O)(=O)N3CCOCC3)c2)cc1
assay / entry	9	10	11	12	13	14	15	16
thrombin 1536	6	-2	-15	3	-2	-4	0	-5
KLK5 inh	-4	-4	-12	-14	-4	-11	5	-2
FXIIa inh	16	7	12	-10	-4	0	9	4
zVAD death inh	1.1	3.8	1.4	-0.6	-0.1	2.0	0.0	2.7
TNF necrop inh	-8.7	1.0	1.7	-2.1	-0.7	0.7	-1.6	2.2
Hck Nef HTS	-1	-5	-1	-21	6	0	3	23
FXIa inh	5	-3	-4	-12	-3	-5	4	-1
Rad51 HR inh	8	19	-3	-1	9	-23	x	-21
KCC2 mod	0.18	-0.98	0.35	0.14	0.44	-1.9	0.046	1.2

17. O=C(NCC(=O)N(Cc1ccco1)C(C(=O)NC1CCCCC1)c1cccnc1)c1cccs1 (stereo unspecified)
18. CCCOP(=O)(OCCC)c1c([N+](=O)[O-])cc(C(F)(F)F)cc1[N+](=O)[O-]
19. Fc1ccc(/C=N/NC(=S)Nc2ccc(Cl)cc2)cc1F
20. Cc1cc(NC(=O)CCCS(=O)(=O)c2nc(-c3cccs3)cc(C(F)(F)F)n2)no1
21. Cc1[nH]c2ccccc2c1C(=O)COC(=O)c1ccc[n+]([O-])c1
22. COc1ccc(C(NC(=O)/C=C/c2ccco2)c2ccc(OC)cc2)cc1
23. Nc1c(NC2CCCCC2)c2ccccc2oc1=O
24. COc1ccc(OCC(O)Cn2c(=N)n(CCN3CCOCC3)c3ccccc32)cc1 (stereo unspecified)
assay / entry	17	18	19	20	21	22	23	24
thrombin 1536	-4	2	0	6	5	-3	-4	1
KLK5 inh	-17	-17	-4	-18	-4	0	-10	2
FXIIa inh	4	5	8	18	0	-3	3	17
zVAD death inh	-0.9	-1.9	1.7	59	0.7	0.0	-0.8	-0.2
TNF necrop inh	-0.7	-8.1	0.5	-15	0.1	2.1	-2.9	-2.7
Hck Nef HTS	0	2	2	0	2	0	10	3
FXIa inh	1	-2	6	2	-1	2	-4	1
Rad51 HR inh	1	10	1	1	-27	-3	7	-9
KCC2 mod	0.37	-0.3	8.6*	x	0.25	0.6	-0.021	0.074

25. CC(=O)N1CCN(S(=O)(=O)c2ccccc2)C1c1ccccc1 (stereo unspecified)
26. COc1cccc(/C=C/C(=O)c2ccc(NC3=NCCCS3)cc2)c1
27. CC(=O)c1ccc(O)c(CSc2nncn2C)c1
28. Cc1ccc(NC(=O)CCC(=O)NNS(=O)(=O)c2ccccc2)cc1C
29. O=C(Nc1ccc(F)cc1F)NC1CC1
30. NCCCC[C@H](N)c1nnc([C@H](CC(=O)O)NC(=O)C2CCNCC2)o1
31. O=C(CCCc1ccccc1)NCc1cccnc1
32. COc1ccc(C)cc1NC(=O)COC(C)=O
assay / entry	25	26	27	28	29	30	31	32
thrombin 1536	3	-10	x	-1	6	-1	2	-2
KLK5 inh	0	-6	-1	-3	-8	4	-23	-30
FXIIa inh	18	-5	3	10	8	9	11	6
zVAD death inh	-0.2	-0.6	2.7	1.8	1.2	-0.2	-1.5	-0.5
TNF necrop inh	-1.2	-10	2.5	4.1	0.7	-0.1	6.2	-0.3
Hck Nef HTS	1	5	20	1	-2	-1	-10	20
FXIa inh	3	-1	2	3	-1	2	5	-12
Rad51 HR inh	2	7	12	8	7	7	6	2
KCC2 mod	-0.38	-0.07	0.31	-0.84	0.23	0.59	0.079	0.076

The final 4 compounds of the part above come first, to join the parts:
29. O=C(Nc1ccc(F)cc1F)NC1CC1
30. NCCCC[C@H](N)c1nnc([C@H](CC(=O)O)NC(=O)C2CCNCC2)o1
31. O=C(CCCc1ccccc1)NCc1cccnc1
32. COc1ccc(C)cc1NC(=O)COC(C)=O
33. CC(NC(=O)c1ccc2c(c1)OCO2)C1CCCO1 (stereo unspecified)
34. COc1ccc(CCN2C(=O)CN=C2Nc2ccc(F)cc2)cc1OC
35. CCc1ccc(S(=O)(=O)Nc2c(C)nn(C)c2C)cc1
36. COC(=O)C1CCN(c2cc(=O)n(-c3ccccc3Cl)c(=O)[nH]2)CC1
37. Cc1nc2c(c(=O)n1CCC1=CCCCC1)c1nc3ccccc3nc1n2/N=C/c1ccccc1
38. O=S(=O)(N/N=C\c1ccc2c(c1)OCO2)c1ccc(Cl)cc1
39. COc1ccc(CCNC(=O)CSc2nc3[nH]ncc3c(=O)[nH]2)cc1OC
40. O=C(O)CCC(=O)N1CCOc2ccc(Cl)cc21
assay / entry	29	30	31	32	33	34	35	36	37	38	39	40
thrombin 1536	6	-1	2	-2	-2	-6	7	-1	0	1	2	3
KLK5 inh	-8	4	-23	-30	-16	-6	-2	-6	-1	-7	-10	1
FXIIa inh	8	9	11	6	14	0	23	19	14	12	5	15
zVAD death inh	1.2	-0.2	-1.5	-0.5	0.9	1.5	-0.5	1.1	-0.6	-0.1	0.3	2.4
TNF necrop inh	0.7	-0.1	6.2	-0.3	1.9	1.2	22	1.0	-6.4	-1.6	-0.1	0.6
Hck Nef HTS	-2	-1	-10	20	-3	18	2	-8	8	0	3	-1
FXIa inh	-1	2	5	-12	1	-7	8	5	1	-1	-3	1
Rad51 HR inh	7	7	6	2	0	3	1	2	0	9	-1	-13
KCC2 mod	0.23	0.59	0.079	0.076	-0.1	-0.2	x	0.067	-0.0096	0.021	0.48	x

41. Cc1cccc(NC(=O)CNC(=O)COc2ccc(-c3ccc(C#N)cc3)cc2)c1C
42. Cc1nnc(NC(=O)CSc2nc3[nH]ncc3c(=O)[nH]2)s1
43. NC(=O)c1ccc(C(=O)c2ccc([N+](=O)[O-])cc2)cc1
44. Cc1ccc(C(=O)Nc2cccc(C(F)(F)F)c2)cc1NC(=O)c1nccnc1N
45. C=C(C)CSc1nc2c(c(=O)[nH]c(=O)n2C)n1CCC(C)C
46. O=c1nc2cccc3c2=c(/c1=C(\O)c1ccccc1)c1ccccc1c3=O
47. O=C(C1CCCO1)N1CCN(Cc2nc3ccccc3c(=O)[nH]2)CC1 (stereo unspecified)
48. Cn1c(-n2c(-c3ccco3)nc3ccccc3c2=O)nc2ccccc21
assay / entry	41	42	43	44	45	46	47	48
thrombin 1536	-1	-1	-3	-1	-2	-8	-7	2
KLK5 inh	-5	-4	-11	3	-6	-3	-15	1
FXIIa inh	12	6	8	8	14	0	10	20
zVAD death inh	0.9	1.4	0.5	2.8	-0.4	80*	0.8	-0.4
TNF necrop inh	0.3	21	-1.1	0.1	-6.0	2.6	-1.0	-1.9
Hck Nef HTS	11	20	5	46	0	21	6	2
FXIa inh	4	-2	7	2	4	-4	6	9
Rad51 HR inh	23	-2	x	3	-2	1	3	4
KCC2 mod	x	0.23	-0.075	-0.8	-1	-0.26	0.82	0.0087

49. CC(C)CNc1nc(Oc2ccc(=O)[nH]n2)nc(N2CCOCC2)n1
50. CCN1C(=O)C(CC(=O)Nc2ccc(OC)cc2)N(Cc2ccc(OC)c(OC)c2)C1=S (stereo unspecified)
51. COc1cccc(CSc2nc3ccncc3[nH]2)c1
52. CCSC1=C(C#N)C(c2ccccc2OC)CC(=O)N1 (stereo unspecified)
53. CC(C)(C)c1cc(CN2CCCC(O)C2)c(O)c(C(C)(C)C)c1 (stereo unspecified)
54. COc1ccc(C(CC(=O)Nc2cc([N+](=O)[O-])ccc2OC)c2ccccc2)cc1 (stereo unspecified)
55. O=C(Nc1ccc(N2CCCCC2)c(Cl)c1)c1ccc(N2CCOCC2)c([N+](=O)[O-])c1
56. Cc1cccc(OCCCOc2cccc3cccnc23)c1C
assay / entry	49	50	51	52	53	54	55	56
thrombin 1536	-1	-10	-5	11	-3	-5	4	1
KLK5 inh	-16	-3	-2	16	-3	-4	45*	-3
FXIIa inh	10	-1	4	-3	8	9	9	15
zVAD death inh	1.5	0.4	-1.7	-0.4	6.3	0.2	7.3	0.3
TNF necrop inh	0.8	3.9	-14	1.2	0.3	1.7	-8.5	1.1
Hck Nef HTS	-2	9	-7	-8	-2	0	2	-1
FXIa inh	-5	-5	-2	-7	-7	8	4	9
Rad51 HR inh	17	x	x	2	-4	-2	11	3
KCC2 mod	0.12	0	0.83	-1	x	-0.88	x	x

57. CC(C)(O)C#CC#CCN1CCOCC1
58. CCOC(=O)C1=C(C)Nc2ncnn2C1/C=C/c1ccccc1 (stereo unspecified)
59. Cc1cc(C)cc(-n2cc[nH]c2=S)c1
60. O=C(CSc1nc2cc(Cl)ccc2c(=O)n1Cc1ccco1)Nc1ccc(S(=O)(=O)N2CCOCC2)cc1
assay / entry	57	58	59	60
thrombin 1536	-1	-1	-1	-1
KLK5 inh	-5	-17	-12	-15
FXIIa inh	24	14	12	12
zVAD death inh	0.0	-0.2	0.9	0.0
TNF necrop inh	-1.5	-4.7	0.0	4.2
Hck Nef HTS	2	0	11	3
FXIa inh	17	-5	7	7
Rad51 HR inh	-1	5	-1	1
KCC2 mod	0.74	-0.75	1.1	4.4*
